PMI activator – phosphomannose isomerase (human) activation. P34949. purified human PMI, coupled resazurin fluorescence, 20 min; active compounds read high; 1 = vehicle control, 0 substrate-free wells. activation factor at 20 µM. actives 0.005% (n = 190,000). AID 1214;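 active = activation factor of 2 or more at 20 µM, relative to plate controls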
Target sequence (P34949 whole entry, looked up): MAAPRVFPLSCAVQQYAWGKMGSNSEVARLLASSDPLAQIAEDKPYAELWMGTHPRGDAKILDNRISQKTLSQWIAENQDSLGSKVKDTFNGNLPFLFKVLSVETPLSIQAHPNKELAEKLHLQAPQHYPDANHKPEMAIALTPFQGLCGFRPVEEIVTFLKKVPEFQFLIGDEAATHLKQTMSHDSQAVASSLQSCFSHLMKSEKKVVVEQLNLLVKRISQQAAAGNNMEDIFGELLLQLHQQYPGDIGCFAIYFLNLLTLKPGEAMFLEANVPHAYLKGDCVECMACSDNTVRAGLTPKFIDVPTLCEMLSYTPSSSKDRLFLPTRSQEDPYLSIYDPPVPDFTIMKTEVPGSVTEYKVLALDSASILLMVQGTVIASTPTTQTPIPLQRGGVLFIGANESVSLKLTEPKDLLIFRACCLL
PMI act satM6P – PMI (human) activation, high substrate. P34949. coupled PMI enzyme assay, resazurin fluorescence, 20 min; active compounds read high; 1 = untreated enzyme, 0 = substrate-free blank. activation factor at 20 µM. actives 0.34% (n = 190,000). AID 1216;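 active = activation factor of 2 or more at 20 µM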
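Test system: human phosphomannose isomerase with PGI, G6PDH, diaphorase coupling enzymes; Amount: PMI at 15 ng/mL final; Reagent: Mannose-6-phosphate 1.0 mM (near-saturating) plus 0.22 mM NADP+; Timing: 20 min, room temperature; Technique: resorufin fluorescence at Ex 544/Em 590 nm; Dosing: 20 µM single dose.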
TNAP inh hi DEA – blocks human TNAP under high phosphate acceptor concentration; purified TNAP, CDP-star luminescence, 1 M DEA; inhibition, % at 20 µM; actives 0.03% (n = 200,000);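 active = over 50% inhibition of tissue-nonspecific alkaline phosphatase at 20 µM in the single-dose screen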;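 note: plate controls were DMSO wells for no effect and EDTA-quenched wells as full inhibition for full effect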
Target sequence (P05186 whole entry, looked up): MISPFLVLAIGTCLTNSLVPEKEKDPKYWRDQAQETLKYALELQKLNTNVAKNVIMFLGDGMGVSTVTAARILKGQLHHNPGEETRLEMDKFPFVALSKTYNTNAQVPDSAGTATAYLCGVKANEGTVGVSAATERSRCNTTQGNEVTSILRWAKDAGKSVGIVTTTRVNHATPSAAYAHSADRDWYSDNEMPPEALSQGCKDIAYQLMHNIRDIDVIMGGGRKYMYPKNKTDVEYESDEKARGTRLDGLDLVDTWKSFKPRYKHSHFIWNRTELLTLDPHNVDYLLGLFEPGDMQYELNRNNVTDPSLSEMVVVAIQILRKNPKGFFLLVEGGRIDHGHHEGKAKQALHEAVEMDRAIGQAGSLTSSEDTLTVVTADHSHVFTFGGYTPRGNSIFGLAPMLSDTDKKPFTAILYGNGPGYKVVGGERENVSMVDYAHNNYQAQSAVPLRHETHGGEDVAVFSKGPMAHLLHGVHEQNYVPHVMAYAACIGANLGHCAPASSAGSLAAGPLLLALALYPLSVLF
TNAP act hi DEA – activators of human TNAP at high phosphate acceptor concentration; AID 1136; activation factor at 20 µM; P05186; purified TNAP, CDP-star luminescence, 1 M DEA, 30 min; active compounds read high; 0 = EDTA background, 1 = DMSO-only activity; 200,000 tested, under 10 active;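 active = activation factor at least 2 at 20 µM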
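Control set: EDTA negative control, DMSO positive control / Assay system: human TNAP / Quantity: TNAP 1/800 final / Evaluation: TNAP activation factor scaled between EDTA and DMSO control wells / Measured by: luminescent substrate turnover signal / Compound dosing: one dose, 20 µM / Times: 30 min enzyme reaction at room temperature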
Lmaj promast – reduces viability of Leishmania major promastigotes | resazurin fluorescence viability | inhibition, % at 10 µM | actives 9% (n = 200,000) | AID 1063; in the data active = inhibition above about 50%;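 note: promastigotes grown with compound for 44 hours at 28 °C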
Diaphorase inh – inhibits diaphorase or chemically oxidizes, flagging diaphorase assay artifacts | diaphorase resazurin-to-resorufin fluorescence, NADH, 16 min; bacterial (C. kluyveri) enzyme, not human | actives 0.69% (n = 190,000) | inhibition, % at 20 µM;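 active = primary screen inhibition at 20 µM above a set limit, cut at about 50% in these data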;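 note: plate controls were DMSO with full reaction for no effect and wells lacking NADH for full effect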
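Assay system: diaphorase enzyme from Clostridium kluyveri. Quantity: enzyme working solution with 0.14 U/mL diaphorase. Schedule: reaction incubation of 16 min at room temperature. Technique: resorufin fluorescence, excitation 544 nm, emission 590 nm. Controls: No-NADH positive control and DMSO neutral control.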
bIAP inhibitor – intestinal alkaline phosphatase (bovine) inhibition; purified bovine IAP, CDP-star luminescence, 30 min; inhibition, % at 20 µM; 190,000 tested, under 10 active;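 active = over 50% inhibition of intestinal alkaline phosphatase at 20 µM in the single-dose screen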
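Assay system: bovine IAP enzyme; medium: DEA buffer 100 mM, pH 9.8, with MgCl2 1.0 mM, ZnCl2 0.02 mM; doses: 20 µM single dose; incubation: enzyme reaction for 30 min at room temperature; detection: CDP-star luminescence signal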
bIAP activator – intestinal alkaline phosphatase (bovine) activation. purified bovine IAP, CDP-star luminescence, 30 min; active compounds read high; fold of DMSO-control signal, blank-subtracted. AID 1016. activation factor at 20 µM. actives 0.17% (n = 200,000);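 active = activation factor of 2 or more at 20 µM, a signal rise over negative controls twice the positive control's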
Diaphorase act – counter-screen for diaphorase-based assays: diaphorase activators and chemical reducers. Diaphorase/resazurin coupled assay, resorufin fluorescence, 16 min; active compounds read high; 1 = vehicle wells, 0 = NADH-free wells. actives 0.005% (n = 190,000). AID 1229. activation factor at 20 µM;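 active = diaphorase activity raised at least twofold by the compound at 20 µM; inactive = activation factor below 2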
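System – purified diaphorase enzyme from Clostridium kluyveri · Input – enzyme 0.07 U/mL final · Also added – final NADH 0.114 mM, resazurin 0.1 mM · Measured by – fluorescence of resorufin, 544 nm excitation, 590 nm emission · Timing – 16 min enzyme reaction, ambient temperature · Measure – resorufin increase flagging diaphorase activators or reducers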
TNAP inh no acc – blocks human TNAP activity with no phosphate acceptor present; P05186; purified TNAP, CDP-star luminescence, 30 min; AID 1012; inhibition, % at 20 µM; actives 0.26% (n = 200,000);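 active = tissue-nonspecific alkaline phosphatase inhibition above about 50% at 20 µM in the single-dose screen, limit read from the data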;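 note: 0% = DMSO negative control and 100% = EDTA positive control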
The depositor's hits bear a star.

Compound,TNAP inh hi DEA,PMI activator,Diaphorase inh,bIAP inhibitor,Diaphorase act,bIAP activator,TNAP act hi DEA,TNAP inh no acc,PMI act satM6P,Lmaj promast
CC(=O)Nc1ccc(S(=O)(=O)N2CCC(=O)Nc3ccccc32)cc1,-5,1.1,-6,12,1.1,0.9,1,-11,0.9,1
COc1cc(-c2nc(C(F)(F)F)c(OC)o2)cc(OC)c1OC,-2,1.2,5,8,1,0.9,1,-26,1.1,-2
CN(C)C(=O)c1cn(N(C)c2ncc(C(F)(F)F)cc2Cl)c(=O)c2ccccc12,-7,1.1,3,-4,1,1,1.1,-2,1.1,-6
Cc1nn(Cc2cccc(C(=O)Nc3ccn(Cc4ccccc4F)n3)c2)c(C)c1[N+](=O)[O-],1,0.8,14,2,0.9,1,1,-2,0.9,-4
COc1cc(/C=N/NC(=O)CNC(=O)c2cccs2)ccc1O,5,1,11,6,0.9,0.9,0.9,22,1,-4
O=C(Nc1ccc2nc(-c3ccco3)[nH]c2c1)c1ccco1,3,0.9,15,5,0.9,1,1,-4,1,13
CC1CN(CC(O)COc2ccc(C(C)C)cc2)CC(C)O1 (configuration not stated),-3,1,10,12,0.9,0.9,1,-2,1,92*
CSC1=C(C#N)C(CC(C)C)C2=C(CCCC2=O)N1 (configuration not stated),-3,1.1,11,37,0.9,0.6,1,-13,1,19
Cc1ccc(OCCCC(=O)Nc2ccc(N3CCOCC3)cc2)cc1,-3,0.9,-7,-1,1.1,1,1,-17,0.9,3
S=c1[nH]ncn1/N=C/c1ccccc1,-5,1,60*,15,0.4,0.8,1.1,-6,1,-1
Oc1ccc(Nc2nnc(-c3ccc(O)cc3)c3ccccc23)cc1,-4,1.1,14,1,0.9,1,1,0,1,15
Cc1ccccc1-n1c(SCC(=O)c2c(N)n(C)c(=O)n(C)c2=O)nc2sc3c(c2c1=O)CCCC3,0,0.7,24,-1,0.8,1,1,-3,0.8,48
O=C(c1cc(-c2ccncc2)nc2ccccc12)N1CCN(c2ccc(N3CCOCC3)nn2)CC1,-2,0.9,2,-7,1,1.1,1,-11,0.9,4
CC(=O)N/C(=C/c1ccc(OS(=O)(=O)c2ccc(C)cc2)cc1)C(=O)NCCO,1,1.1,11,8,0.9,0.9,1,-16,1,-1
CCOc1ccc(NC(=O)C2CC(=O)NC(N3CCc4ccccc43)=N2)cc1 (configuration not stated),-4,0.8,8,5,0.9,0.9,1,-7,0.9,-1
Cc1cccc(C)c1NC(=O)COc1ccccc1C(=O)Nc1ccc(Br)cn1,-8,1,9,8,0.9,0.9,1.1,-12,1,47
O=C(Cc1ccc(Cl)cc1)c1c[nH]c(C(=O)NCc2cccnc2)c1,-1,1,-6,-21,1.1,1.2,1,0,1.1,-10
CCOC(=O)C(O)(CCC(O)(C(=O)OCC)C(=O)OCC)C(=O)OCC,-7,1,17,-2,0.8,1,1.1,-15,1,-3
COc1cc(OC)cc(C(=O)N(CN2CCCC2=O)c2ccccc2OC)c1,-4,1,11,-1,0.9,1,1,-9,1,2
COc1ccccc1NC(=O)c1nn(C)cc1Br,-3,0.9,13,0,0.9,1,1,-13,0.9,-2
Cc1ccc(CN2CCN(CC(=O)N=Nc3c(O)[nH]c4ccccc34)CC2)cc1,-2,0.9,10,8,0.9,0.9,1,-10,0.9,100*
COc1ccc(Cn2c(C)c(C)c(C#N)c2NC(=O)Nc2ccc(Cl)cc2)cc1,-5,0.8,14,7,0.9,0.9,1,-10,0.9,-9
CC(OC(=O)C1CSC2(c3ccc(F)cc3)CCC(=O)N12)C(=O)NC(N)=O (configuration not stated),-7,1,-10,-7,1.1,1.1,1.1,-4,1.1,-4
C=CCN(CC=C)S(=O)(=O)c1ccc(C(=O)Nc2nnc(COC)o2)cc1,-1,1.3,-11,-13,1.1,1.1,1,-9,1.2,6
CCOC(=O)C(C(=O)N1CCOCC1)C1CCCCC1 (configuration not stated),-5,1,12,2,0.9,1,1,-16,1,-4
O=C(NCc1ccco1)c1cc2ccccc2o1,-10,1.1,5,7,1,0.9,1.1,-4,1.1,-5
O=C(O)CC(Cn1[nH]nnc1=S)c1ccccc1 (configuration not stated),-1,1.1,5,8,1,0.9,1,-6,1.2,8
C=CCn1c(SCC(=O)c2c(N)n(CCC)c(=O)n(C)c2=O)nc2sc(CC)cc2c1=O,-6,1,8,4,0.9,1,1.1,-9,1,2
Cc1ccc(OCC(=O)N2CCOCC2)cc1C,1,0.9,11,3,0.9,1,1,-16,0.9,-6
Cc1c(/C=N/n2cnnc2)c2ccccc2n1CCOc1ccccc1,-3,1,8,14,0.9,0.9,1,-8,1,15
COC(=O)c1ccc(COC(=O)c2ccc(N(C)C)cc2)cc1,-7,1,-1,9,1,0.9,1.1,-8,0.9,-5
COC(=O)c1cc2ccccc2oc1=O,-2,0.9,6,3,0.9,1,1,-6,0.9,-5
Cc1cccc(NC(=O)C2CCN(S(=O)(=O)c3c(C)[nH]c(=O)[nH]c3=O)CC2)c1,4,0.9,16,2,0.8,1,1,-1,0.9,-6
COc1ccccc1NC(=O)NCC(c1ccco1)N1CCCCC1 (configuration not stated),2,1,10,-10,0.9,1.1,1,-2,1,-1
CCOc1ccccc1NC(=O)C1CCCN(C(=O)NCc2ccccc2)C1 (configuration not stated),-4,0.9,12,2,0.9,1,1,-2,1,1
CCCO/N=C1/C(=O)N(c2ccccc2)c2ccccc21,4,0.9,16,-15,0.8,1.2,1,0,0.9,12
C=CCC1(CC=C)CCCN1C(=O)CC1C(=O)NCCN1Cc1ccc(OC)c(OC)c1 (configuration not stated),-8,1,1,-4,1,1,1.1,-14,1,-3
COc1cc(CNCCN(C)C)c(Br)cc1OCC(=O)NCc1ccccc1,-6,1.2,5,13,0.9,0.9,1.1,-19,1.1,99*
N#Cc1nc(-c2ccco2)oc1NCCCN1CCOCC1,-7,0.9,11,2,0.9,1,1.1,-17,1,8
c1ccc(-c2nnsc2-c2nc3ccccc3[nH]2)cc1,0,0.9,15,-10,0.8,1.1,1,-12,0.9,1

By substructure, the compounds so far containing a furan ring, fused or not
Compound,TNAP inh hi DEA,PMI activator,Diaphorase inh,bIAP inhibitor,Diaphorase act,bIAP activator,TNAP act hi DEA,TNAP inh no acc,PMI act satM6P,Lmaj promast
O=C(Nc1ccc2nc(-c3ccco3)[nH]c2c1)c1ccco1,3,0.9,15,5,0.9,1,1,-4,1,13
O=C(NCc1ccco1)c1cc2ccccc2o1,-10,1.1,5,7,1,0.9,1.1,-4,1.1,-5
COc1ccccc1NC(=O)NCC(c1ccco1)N1CCCCC1 (configuration not stated),2,1,10,-10,0.9,1.1,1,-2,1,-1
N#Cc1nc(-c2ccco2)oc1NCCCN1CCOCC1,-7,0.9,11,2,0.9,1,1.1,-17,1,8

Next results:
Compound,TNAP inh hi DEA,PMI activator,Diaphorase inh,bIAP inhibitor,Diaphorase act,bIAP activator,TNAP act hi DEA,TNAP inh no acc,PMI act satM6P,Lmaj promast
O=C(COC(=O)C1(c2ccc(F)cc2)CCCC1)NCc1ccco1,-4,1.3,-18,1,1.2,1,1,2,1.2,-8
CC1(CC(=O)N/N=C/c2ccc(-c3cccc(C(F)(F)F)c3)o2)OCCO1,0,1,11,-22,0.9,1.2,1,-4,1,9
COc1cc(/C=C(/C#N)c2ccccc2)ccc1Oc1ccc([N+](=O)[O-])cn1,-3,1,-6,35,1.1,0.7,1,14,1,2
CCCCCC(=O)Nc1ccc(S(=O)(=O)Nc2ccc(Cl)nn2)cc1,-2,0.9,7,8,0.9,0.9,1,-15,1,-6
CC(C)N=C(NS(=O)(=O)c1ccc(Br)cc1)c1ccc(Cl)cc1,0,0.9,29,3,0.7,1,1,-4,0.8,2
CCOc1ccc(C2NC(=O)c3n[nH]c(C)c32)cc1 (configuration not stated),-8,1,13,-29,0.9,1.3,1.1,-12,1,-6
CC1(C)SC2C(NC(=O)COc3ccccc3)C(=O)N2C1C(=O)O (configuration not stated),2,1,0,5,1,0.9,1,-4,1,-3
CC1C/C(=C/c2ccncc2)C(=O)/C(=C/c2ccncc2)C1 (configuration not stated),-3,1.1,7,1,0.9,1,1,-10,1.1,101*
CCOC(=O)c1c(-c2ccccc2)csc1NC(=O)CSc1nc(C)cc(C)n1,-1,0.9,21,31,0.8,0.7,1,-2,0.9,5
COc1ccccc1-n1cnc2cc(NC(C)=O)ccc21,-5,1,7,2,0.9,1,1.1,-14,1.1,-8
CCCCNC(=O)NC1C(NC(=O)NCCCC)N(C)C(=O)N1C (configuration not stated),-4,0.9,15,2,0.8,1,1,-12,1,-11
O=C(CN1C(=O)C2C3C=CC(C3)C2C1=O)Nc1ccc2nccnc2c1 (configuration not stated),-1,0.9,24,3,0.8,1,1,-10,0.7,-1
Cc1ccc(NC(=O)c2c(C)nn(-c3ccccc3)c2Cl)c(C)c1,0,1,3,1,1,1,1,-6,1,7
O=C(NC(Cc1c[nH]c2ccccc12)C(=O)O)c1cccs1 (configuration not stated),3,1,0,4,1,1,1,-2,1.1,0
CCc1ccc(NC(=O)CC2C(=O)N(c3cccc(C)c3)C(=O)N2C2CC2)cc1 (configuration not stated),-2,1,2,-12,1,1.1,1,-11,1,22
Cc1cc2c(cc1S(=O)(=O)Nc1cccc(F)c1C)NC(=O)CO2,-2,1,13,-10,0.9,1.1,1,-4,1,2
CCN(CC)C(=O)CSc1nc(-c2ccccc2)ccc1C#N,2,1,9,4,0.9,1,1,-5,1,3
O=C1CN(C(=O)C2CCCC2)CCN1,-1,1,8,5,0.9,1,1,-2,1,-4
Cc1cc(C)cc(NC(=O)c2c(C)nc3ccccn23)c1,2,1,-8,-1,1.1,1,1,-1,1.1,-4
O=C(NCCCO)C(=O)c1c(-c2ccccc2)cc2ccccn12,0,1,8,10,0.9,0.9,1,-4,1,-15
COc1cc(-c2nc(-c3ccc4c(c3)-c3ccccc3S4(=O)=O)c(-c3ccccc3)[nH]2)cc(OC)c1O,-2,1,22,0,0.8,1,1,-14,1,91*
Cc1nnc(SCC(=O)NCc2ccco2)n1-c1ccccc1,-4,1.1,2,3,1,1,1,-17,1.1,3
